From PubChem BioAssay
hcGAS lum = inhibitors of human cGAS | Q8N884 | recombinant h-cGAS, ATP depletion, Kinase-Glo luminescence | inhibition, % at 12.5 µM | hit rate 0.081% among 290,000;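 further: 0% = vehicle reaction and 100% = reaction without DNA for no activity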
Target sequence (Q8N884 whole entry, looked up): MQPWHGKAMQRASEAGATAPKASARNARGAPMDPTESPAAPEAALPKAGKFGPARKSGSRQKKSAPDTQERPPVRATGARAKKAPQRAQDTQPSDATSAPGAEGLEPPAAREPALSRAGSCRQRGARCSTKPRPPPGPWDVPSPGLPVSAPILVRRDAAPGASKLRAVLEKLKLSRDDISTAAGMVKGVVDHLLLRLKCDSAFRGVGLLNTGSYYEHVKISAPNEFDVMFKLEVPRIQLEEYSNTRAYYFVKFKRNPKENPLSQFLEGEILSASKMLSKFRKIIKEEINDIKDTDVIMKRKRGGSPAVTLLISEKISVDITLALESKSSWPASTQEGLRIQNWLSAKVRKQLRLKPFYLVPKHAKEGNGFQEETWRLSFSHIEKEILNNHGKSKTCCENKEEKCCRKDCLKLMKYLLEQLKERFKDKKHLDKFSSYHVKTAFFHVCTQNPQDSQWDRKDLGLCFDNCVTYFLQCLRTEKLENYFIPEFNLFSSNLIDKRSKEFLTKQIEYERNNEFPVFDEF
mcGAS lum = blocks mouse cGAS activity | Q8C6L5 | recombinant cGAS, Kinase-Glo ATP depletion luminescence | inhibition, % at 12.5 µM | hit rate 0.15% among 160,000 | AID 1259399;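 further: 0% = negative control wells and 100% = reference inhibitor with no enzyme activity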
NPYLR7 ag = mosquito NPYLR7 agonism. HEK293T NPYLR7/Galpha15, GCaMP6s calcium fluorescence. activation, % at 10 µM. hit rate 0.15% among 270,000. AID 1259423; in the data active means activation above about 40%;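 further: 0% = vehicle and 100% = reference agonist at the receptor; some compounds past the cut are filed as inactive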
* marks the source's active call; other numbers are inactive results; . = no result given; & = joins results of further samples. Unless noted, no stated cut-off is given here; in the data, active means inhibition above about 40%; inactive means the rest.

structure	hcGAS lum	mcGAS lum	NPYLR7 ag
COc1cccc2c(SCC(=O)N3CC(C)OC(C)C3)nccc12 (stereo not drawn)	4	.	4
O=C(c1ccc(Cl)cc1Cl)N1CCCC(OCc2ccc(F)cc2F)C1 (stereo not drawn)	0	.	-4
CN(C)S(=O)(=O)N1CCC(Oc2ccc(C(=O)NCCc3ccncc3)cc2)CC1	-9	.	14
COc1ccc(-c2cnnc(NC(C)c3cn(C)nc3C)n2)cc1F (stereo not drawn)	3	.	2
O=C(/C=C/c1ccoc1)NCCNc1ccccc1	-1	-2	0
Cc1sc2nc(C(C)OC(=O)c3cccc(N4CCCC4=O)c3)[nH]c(=O)c2c1C (stereo not drawn)	-11	.	4
O=C(c1ccccc1)N1CCC(NCCN2CCC(c3ccccc3)C2)CC1 (stereo not drawn)	-1	.	16
COc1ccc(OC)c(S(=O)(=O)N2CCCN(c3c(-c4ccc(OC)c(OC)c4)cnc4ncnn34)CC2)c1	-4	-7	18
CSc1nc(NCC(C)C)c2cnn(CCNC(=O)C34CC5CC(CC(C5)C3)C4)c2n1	-5	-8	.
CC(CCN1CCCn2cncc2C1)c1ccccc1 (stereo not drawn)	-8	-11	4
COCCN(CCOC)c1cc(C)nc(-n2cc([N+](=O)[O-])cn2)n1	0	-5	4
CC(=O)c1sc2nc(CSc3nnc4n3CCCCC4)[nH]c(=O)c2c1C	-5	-4	-1
CC(C)C[C@H]1C(=O)N2CCC[C@H]2[C@]2(O)O[C@](NC(=O)[C@@H]3C=C4c5cccc6[nH]c(Br)c(c56)CC4N(C)C3)(C(C)C)C(=O)N12 (stereo partly drawn)	-2	-3	-4
Cc1cnc(C)c(-c2ccc3c(c2)CC(CNC(=O)C2(c4ccc(Cl)cc4)CC2)O3)n1 (stereo not drawn)	-3	-9	20
CS(=O)(=O)Nc1cccc(NC(=O)C2Cc3c(-c4cccc(C(N)=O)c4)ccnc3O2)c1 (stereo not drawn)	-5	-5	4

Additional results:
structure	hcGAS lum	mcGAS lum	NPYLR7 ag
CCC(C)C(N=C1NS(=O)(=O)c2ccccc21)C(=O)Nc1nnc(C2CC2)s1 (stereo not drawn)	-5	.	1
COc1cccc(-c2nn(CC(=O)N3CCCc4ccccc43)c(=O)c3nc(C)sc23)c1	-1	-8	2
CC(NCc1cccc(C#N)c1)c1cccc(Br)c1 (stereo not drawn)	1	.	-1
CCCCc1ccc(C(=O)Nc2c(-c3cccc(OC)c3)nc3ccccn23)cc1	-9	-8	-14
Cn1cc(C(=O)N2CCCC2)c2nn(-c3ccccc3)c(=O)c-2c1	-6	-6	3
c1nc(NC2CCCCCC2)c2c3c(sc2n1)CCCC3	5	3	-6
FC(F)(F)c1cc(-c2cccs2)nc(N2CCOCC2)n1	0	.	-2
C=CCN(CC=C)C(=O)Cn1cnc2c1c(=O)n(C)c(=O)n2C	0	-6	3
CCOCC(O)CN(Cc1c(-c2ccccc2)nn(C)c1Oc1ccccc1Cl)CC1CCCO1 (stereo not drawn)	-3	-6	19
O=C(NN=Cc1cccc([N+](=O)[O-])c1)c1cc(C23CC4CC(CC(C4)C2)C3)[nH]n1	-8	7	5
COc1cccc(Cn2c(SCC(=O)Nc3ncn[nH]3)nc3ccsc3c2=O)c1	-4	-3	-11
O=C(NCCNC(=O)C1CCN(C(=O)c2ccc([N+](=O)[O-])cc2)CC1)c1ccccc1	-1	-5	.
CCOc1ccc2nc(N3CCCN(Cc4c(C)nn(CC)c4C)CC3)nc(C)c2c1	-7	-13	21
O=C(NCCCn1nc(-c2cccnc2)ccc1=O)c1ccc(Cl)cc1Cl	-9	.	10
O=C(Nc1ccc2c(c1)CCCN2Cc1ccccc1)C1=COCCO1	-10&-6	-18	7&-1

Going on with the list:
structure	hcGAS lum	mcGAS lum	NPYLR7 ag
Cc1nc(NCc2ccc(F)cc2)nc(N2CCOCC2)c1[N+](=O)[O-]	-8	.	0
Cc1ccc(NC(=O)Cc2c(C)nn(C)c2C)c(OCC(F)(F)F)c1	4	0	-2
CC1(C)C(C#N)C(=O)NC(=S)C1C#N (stereo not drawn)	-1	.	10
COCC(=O)Nc1nccn1Cc1ccc(Br)cc1	4	.	-23
CCCCc1nc(N2CCCN(S(=O)(=O)c3ccc(Cl)c([N+](=O)[O-])c3)CC2)c2c(C)nn(-c3ccccc3)c2n1	-12	-9	.
c1ccc(-c2ccc(C3=NN4COc5ccccc5C4C3)cc2)cc1 (stereo not drawn)	-5	.	6
CC(=O)Oc1ccc(Cn2c(C)c(C(=O)N(C)Cc3ccc(F)cc3)sc2=O)cc1	-8	.	0
Cc1nc2cc(NC(=O)CC3(C(=O)O)CCCC3)ccc2o1	3	-1	-3
COc1ccc(Cl)cc1CN1C(=O)C(C)Oc2ccc(F)cc21 (stereo not drawn)	8	.	-3
Cn1cc(CN2CCCC2C(=O)Nc2ccc(-c3cccc(F)c3)cc2)cn1 (stereo not drawn)	-5	.	0
Cc1nonc1CC(=O)N1CCOC2(CNCCOC2)C1 (stereo not drawn)	-9	-4	.
COC(=O)C(c1ccccc1F)C1C=CC(NC(=O)c2sc3ccccc3c2Cl)C1 (stereo not drawn)	-5	-4	1
CSCCC(NC(N)=O)C(=O)N=c1sccn1C (stereo not drawn)	-4	.	5
CCc1nc2c(OCc3ccc(S(C)(=O)=O)cc3)cccn2c1N(C)C(=O)Nc1ccccc1OC	-1	-2	0
O=C(C[n+]1ccc(NC(=O)c2ccccc2)c2ccccc21)c1ccccc1	-4	.	-9

Part of the list above in a different format.
> Cn1cc(CN2CCCC2C(=O)Nc2ccc(-c3cccc(F)c3)cc2)cn1 (stereo not drawn)
- hcGAS lum: -5
- mcGAS lum: .
- NPYLR7 ag: 0

> Cc1nonc1CC(=O)N1CCOC2(CNCCOC2)C1 (stereo not drawn)
- hcGAS lum: -9
- mcGAS lum: -4
- NPYLR7 ag: .

> COC(=O)C(c1ccccc1F)C1C=CC(NC(=O)c2sc3ccccc3c2Cl)C1 (stereo not drawn)
- hcGAS lum: -5
- mcGAS lum: -4
- NPYLR7 ag: 1

> CSCCC(NC(N)=O)C(=O)N=c1sccn1C (stereo not drawn)
- hcGAS lum: -4
- mcGAS lum: .
- NPYLR7 ag: 5

Single values from above.
Cc1ccc(NC(=O)Cc2c(C)nn(C)c2C)c(OCC(F)(F)F)c1 in mcGAS lum is entered as 0
Cn1cc(CN2CCCC2C(=O)Nc2ccc(-c3cccc(F)c3)cc2)cn1 (stereo not drawn) in NPYLR7 ag is entered as 0
COc1ccc(Cl)cc1CN1C(=O)C(C)Oc2ccc(F)cc21 (stereo not drawn) in NPYLR7 ag is entered as -3
COC(=O)C(c1ccccc1F)C1C=CC(NC(=O)c2sc3ccccc3c2Cl)C1 (stereo not drawn) in mcGAS lum is entered as -4
COCC(=O)Nc1nccn1Cc1ccc(Br)cc1 in hcGAS lum is entered as 4

Further records.
structure	hcGAS lum	mcGAS lum	NPYLR7 ag
Cn1ccnc1SCCNc1nc2nonc2nc1N1CCSCC1	-10	.	-1
Cc1ccc(NC(=O)CSc2nc(=O)n(CCN3CCOCC3)c3c2CCC3)cc1Cl	-4	0	-3
CN1CCCCC1CCNC(=O)c1ccc(NC2CCC(O)CC2)nc1 (stereo not drawn)	-2	.	-4
CN(C(=O)c1ccc(Cl)cc1)c1ccc(NC(=O)C2CCOC2)cc1 (stereo not drawn)	3	.	3
COc1ccc(C(=O)N2CCN(c3cc(Cl)nc(SCC(=O)NCc4ccccn4)n3)CC2C)cc1 (stereo not drawn)	-7	-5	18
CCc1nnc(C2CCN(S(=O)(=O)CC)CC2)s1	-5	-7	-2
O[C@H]1C[C@@H]2CN(Cc3ccc(C4CCCCO4)o3)C[C@@H]2C[C@@H]1O (stereo partly drawn)	-5	.	1
CC(NC(=O)CN1CCOc2ccccc21)c1ccc2c(c1)OCO2 (stereo not drawn)	2	-2	0
COc1ccc(S(=O)(=O)N2CCN(c3ccc(NC(=O)c4ccc(F)cc4)cn3)CC2)c(OC)c1	-8	-9	4
CCN(Cc1nc2ccccc2c(=O)[nH]1)C(=O)COc1ccc(Cl)c(C)c1	-3	.	8
CCc1nc2ccc(C(=O)NCc3ccc(OC)cc3)cn2c1N(C)Cc1nccn1C	-5	-5	-3
O=C(Nc1ccccc1C(F)(F)F)N1CCc2nc(Cc3ccc(F)cc3)[nH]c(=O)c2C1	-3	-4	-4
CCc1cccc(C)c1NC(=O)CO/N=C1\C(=O)Nc2ccc(OC)cc21	7	.	-1
CC(N)C12CC3CC(CC(C3)C1)C2 (stereo not drawn)	-7&-5	.	-1
CCOCCCNc1nc2c(c(=O)[nH]c(=O)n2C)n1CCOCC	-10	-10	.

The listing continues:
structure	hcGAS lum	mcGAS lum	NPYLR7 ag
CCc1nc2c(OCc3ccc(C(F)(F)F)cc3)cccn2c1N(C)C(C)=O	-8	-3	8
CCC(C)n1c(=S)[nH]c(=O)c2c(C(=O)OC)cc(-c3ccco3)nc21 (stereo not drawn)	9	.	-2
O=c1oc2c(Cl)cc(Cl)cc2cc1-c1nnc(Nc2ccccc2)s1	-5	-5	-6
CC(C)c1nnc(NC(=O)C2CCCN(C(=O)c3ccccc3OC(F)F)C2)s1 (stereo not drawn)	-6	.	1
CCOC(=O)C(C)Sc1nnc(NC(=O)COC)s1 (stereo not drawn)	-3	-4	-2
COc1ccc(OC)c(-c2cccc(-c3cccc(NC(=O)c4c(F)c(F)c(F)c(F)c4F)c3)n2)c1	2	2	-9
Cc1cccc(Cn2c(=O)c(C(=O)NCC3CCCO3)nn(-c3cccc(Cl)c3)c2=O)c1 (stereo not drawn)	1	-5	4
CC(=O)N1CCc2cc(NC(=O)COC(=O)C3CC4CCC3C4)ccc21 (stereo not drawn)	4	.	6
O=C(NCc1ccccn1)C1CC=CCC1C(=O)N1CCc2c([nH]c3ccccc23)C1 (stereo not drawn)	-4	.	-6
O=C(Oc1coc(CSc2ncccn2)cc1=O)c1ccc(S(=O)(=O)N2CCCC2)cc1	4	4	-25
Cc1cccnc1NC(=O)C1CCN(C(=O)c2ccsc2)CC1	-11	.	-1
COc1ccc(-c2n[nH]c(=S)n2CC(=O)NC(C)(C)C)cc1	0	.	-5
COc1cccc(C(=O)N2CCN(c3cc(Cl)nc(SCC(=O)NCCCN4CCCCC4C)n3)CC2C)c1 (stereo not drawn)	-9	-7	-1
COc1ccc(/C=C(/C#N)c2nc(N3CCOCC3)n[nH]2)cc1	-5	-15	-2
CC(NC(=O)Nc1nccs1)c1ccc(Cl)cc1 (stereo not drawn)	-8	-6	0

Continued.
structure	hcGAS lum	mcGAS lum	NPYLR7 ag
Cc1ccccc1-c1ccc(-n2cncc2C(=O)NC2CCCc3ccccc32)cc1 (stereo not drawn)	-7	-7	-2
Cn1cc(C(=O)N2CCOCC2)cc(NC(=O)c2ccccc2)c1=O	1	-1	5
COCC(NC(=O)c1cccc2[nH]c(C)nc12)c1ccnn1C (stereo not drawn)	-7	.	-6
Cc1c(C(=O)NCc2cccc(Cl)c2)sc(=O)n1Cc1ccc(C(=O)N(C)C)cc1	-7	.	8
COc1ccsc1C(=O)n1nc(C2CC2)c(C)c1N	-6&-5	.	5&-1
O=C(CCCN1C(=O)c2cccc3cccc(c23)C1=O)Nc1cc(C(F)(F)F)ccc1Cl	-4	-5	-14
CC(C(=O)O)S(=O)(=O)Cc1ccc(Br)cc1 (stereo not drawn)	-5&-6	-17	0&2
O=C(NCc1cccc(C(F)(F)F)c1)N1CCc2sccc2C1	-18	.	3
Cc1ccn2c(NC(=O)CC(C)(C)C)c(-c3cccc(F)c3)nc2c1	5	0	-10
CCN1C(=O)NC(c2cccc(C#N)c2)C(C(=O)OC)=C1C (stereo not drawn)	-3	.	-8
CC(C)c1cc(C2CCCN2C(=O)CCc2cn3ccccc3n2)no1 (stereo not drawn)	-3	.	9
O=C1CCN([C@@H]2CCC[C@H]2O)c2cc3c(cc2CN1C1CC1)OCO3	-4	-9	0
CCc1nc(C)c(C(=O)N(C)CCn2ccc3ccccc32)o1	-6	-17	.
CCOc1ncccc1C(=O)N1CCNCC1C(=O)N1CCCC1 (stereo not drawn)	1	-28	2
NC(=O)C1CC(C(=O)Nc2ccc3c(c2)OCCO3)=NN1c1ccccc1 (stereo not drawn)	-5	.	4

Next compounds follow.
structure	hcGAS lum	mcGAS lum	NPYLR7 ag
COC(=O)c1cc(Br)ccc1S(=O)(=O)Nc1ccc(F)cc1Cl	-7	.	10
CCCC12CN3CC(CCC)(CN(C1)C3c1c[nH]c3ccccc13)C2=O (stereo not drawn)	-11	-8	1
CCOc1ccccc1C=C1N=C(c2ccc(OC)c(OC)c2)OC1=O	-2	-5	3
CCOC(=O)C1(C)CCCCN1C(=O)c1ccc(N(C)C)cc1 (stereo not drawn)	-15	.	-2
Cc1nc(C(NC(=O)c2cccc(Cl)n2)c2ccccc2)n[nH]1 (stereo not drawn)	-11	.	5
COc1cc(OC)cc(C(=O)N2CCN(c3ccccn3)CC2)c1	-7	-6	9
Fc1ccc(CSc2ncccn2)cc1	7	.	-2
O=C(CN1Cc2ccccc2OC(c2ccccc2F)C1)NCCc1ccccn1 (stereo not drawn)	-2	-24	7
O=C1Cc2ccccc2N1	-4	-2	-1
Cc1nn(C)c(C)c1S(=O)(=O)NC(c1cccs1)C(C)(C)C (stereo not drawn)	-16	.	9
NS(=O)(=O)c1ccc(CNC2CC(=O)N(c3ccc(C(=O)O)cc3)C2=O)cc1 (stereo not drawn)	-6	.	2
Cc1ccsc1C1(C(=O)N2C[C@@H]3[C@H](C2)[C@H]2CC[C@@H]3O2)CC1(C)C (stereo partly drawn)	-6	.	8
Cc1cc(NC(=O)NC2CC(=O)N(c3ccc4c(c3)OCCO4)C2)no1 (stereo not drawn)	-5	-8	-5
